# E coli Lon inh – inhibitors of E. coli Lon protease, primary screen, biochemical, fluorescence polarization. P0A9M0. purified E. coli Lon protease. inhibition, % at 7.94 µM. actives 0.42% (n = 360,000). AID 602123, 2011; in the data active means inhibition above about 13%, passing the limit was not always enough;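 further: 0% = enzyme with probe and DMSO and 100% = no enzyme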
# Target sequence (P0A9M0 whole entry, looked up): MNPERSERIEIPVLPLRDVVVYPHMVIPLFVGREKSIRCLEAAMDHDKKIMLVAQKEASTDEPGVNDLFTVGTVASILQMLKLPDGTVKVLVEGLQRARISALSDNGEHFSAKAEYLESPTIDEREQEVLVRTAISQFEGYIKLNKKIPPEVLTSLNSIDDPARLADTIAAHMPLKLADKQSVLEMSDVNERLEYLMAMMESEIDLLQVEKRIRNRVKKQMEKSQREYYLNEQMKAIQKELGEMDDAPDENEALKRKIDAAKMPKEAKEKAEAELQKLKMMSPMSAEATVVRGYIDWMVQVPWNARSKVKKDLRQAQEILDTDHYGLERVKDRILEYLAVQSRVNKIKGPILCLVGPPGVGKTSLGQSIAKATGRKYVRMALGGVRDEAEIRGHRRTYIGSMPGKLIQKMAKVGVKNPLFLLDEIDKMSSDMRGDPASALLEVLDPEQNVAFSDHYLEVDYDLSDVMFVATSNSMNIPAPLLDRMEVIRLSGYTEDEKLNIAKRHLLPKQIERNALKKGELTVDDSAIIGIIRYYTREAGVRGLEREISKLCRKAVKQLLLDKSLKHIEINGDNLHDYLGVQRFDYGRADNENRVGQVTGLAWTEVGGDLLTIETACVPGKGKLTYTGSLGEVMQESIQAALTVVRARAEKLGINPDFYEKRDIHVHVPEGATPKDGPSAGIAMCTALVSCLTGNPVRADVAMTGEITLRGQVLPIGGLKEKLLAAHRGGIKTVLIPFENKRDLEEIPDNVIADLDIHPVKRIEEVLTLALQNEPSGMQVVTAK
# FAS-TE inh – FAS thioesterase domain inhibitors, primary screen, biochemical, fluorescence intensity, uHTS | actives 0.67% (n = 360,000) | recombinant FAS-TE, OMFH fluorogenic substrate, fluorescence endpoint | inhibition, % at 15 µM;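 active means compounds whose normalised, plate-corrected inhibition of enzyme fluorescence in the single-dose primary screen is 50% or more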;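 further: 0% = DMSO with enzyme and 100% = substrate without enzyme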
# Rin1-Abl PPI inh – inhibitors of Rin1-Abl protein binding, primary screen, biochemical, TR-FRET; actives 0.4% (n = 360,000); inhibition, % at 7.35 µM; Tyrosine-protein kinase ABL1 (Homo sapiens) + Ras and Rab interactor 1 (Homo sapiens), …; in the data active means inhibition above about 5%, passing the limit was not always enough
# PABP1 MLLE inh – inhibitors of PABP1 MLLE–PAM2 peptide binding, primary screen, biochemical, fluorescence polarization, FITC-PAM2, GST-MLLE | Polyadenylate-binding protein 1 (Homo sapiens), P11940 | actives 0.36% (n = 360,000) | inhibition, % at 20 µM; in the data active means inhibition above about 35%, passing the limit was not always enough;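 further: plate controls were DMSO wells with GST-MLLE for no effect and wells lacking GST-MLLE protein for full effect; some results filed as inactive read as strong as hits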
# MT1-MMP act inh – blockers of MT1-MMP proenzyme processing, primary screen, HT1080 RFP-PRO-GFP cells, GFP/RFP fluorescence. GFP/RFP ratio change, % at 20 µM. actives 0.061% (n = 360,000). Matrix metalloproteinase-14 (Homo sapiens), P50281. GFP/RFP ratio fluorescence, overnight; percent of plate control window, DMSO zero;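 active means GFP/RFP ratio change of at least 30% with cell ATP level not reduced by more than half and red fluorescence within 50% of control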; further: strong numbers were not always called active
#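 Read-out: GFP/RFP fluorescence ratio; Test system: RFP-PRO-GFP reporter HT1080 cells; Compound dosing: single-point 20 µM compound, 1% DMSO; Times: overnight compound exposure at 37 °C.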
# bovine MsrA act – bovine MsrA enzyme activators, primary screen, biochemical, absorbance, HTS; Methionine sulfoxide reductase A (Bos taurus); purified bovine MsrA, absorbance read-out; activation, % at 10.6 µM; actives 0.3% (n = 360,000); in the data active means activation above about 7.5%;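 further: 0% = vehicle and 100% = reference activator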
# SKN-1 block – suppressors of acrylamide-induced Pgst-4::GFP reporter in worms, primary screen, SKN-1 inhibitor project, whole organism, uHTS, GFP/RFP fluorescence ratio, strain VP596; AID 624304, 2012; actives 0.49% (n = 360,000); inhibition, % at 21.8 µM; C. elegans VP596 Pgst-4::GFP/RFP ratio, 24 h;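 active means interference check ratio from 0.5 to 1.5 plus GFP to RFP signal ratio inhibition reaching or exceeding a fixed threshold, cut at about 30% in these data, passing the limit was not always enough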; further: some compounds called inactive have numbers as strong as hits
# CendR NRP1 mod – modulators of CendR peptide binding to NRP-1, primary screen, biochemical, fluorescence polarization, uHTS; FAM-RPARPAR peptide binding to NRP-1; inhibition, % at 25 µM; actives 0.85% (n = 360,000);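 active means inhibition or corrected inhibition above about 18%, plus a signal ratio from 0.5 to 1.5, limit read from the data, passing the limit was not always enough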; further: strong numbers were not always called active
# Neddylation inh – inhibitors of cullin neddylation, primary screen, biochemical, TR-FRET, uHTS, NAE and Ubc12 | actives 0.58% (n = 360,000) | calls only at 25 µM | NEDD8-conjugating enzyme Ubc12 (Homo sapiens) + NEDD8-activating enzyme E1 regulatory …; in the data active means inhibition above about 36%
# * marks the source's active call; other numbers are inactive results; i = inactive; . = not tested or not shown; + = active, no number.
[1] O=C(Nc1ccccc1C(=O)O)c1cc(S(=O)(=O)N2CCCCC2)c(Cl)cc1Cl
[2] O=C(CCNS(=O)(=O)c1ccc2ccccc2c1)NCCOc1ccccc1
[3] CC1CCC(C(C)C)C(OCC(O)CN2CCN(Cc3ccccc3)CC2)C1 (centres undefined)
[4] Cc1cccc(NC(=O)Nc2cc(C)cc(C)n2)c1
[5] Cc1ccc(N2C(=O)NC(C(F)(F)F)(C(F)(F)F)C3=C2CC(C)(C)CC3=O)cc1
[6] CCCCn1c(N)c(N(CC(C)C)C(=O)C2=NN(c3ccccc3)C(=O)CC2)c(=O)[nH]c1=O
[7] O=C(Nc1ccccc1N1CCOCC1)c1cc(Cl)c2c(c1)OCO2
[8] CCC1=NN2C(=N)/C(=C\c3ccc(OCCOc4ccc(NC(C)=O)cc4)c(OC)c3)C(=O)N=C2S1
[9] CCC(C(=O)NCCc1ccc(C)cc1)n1nc(C)c2c(C)n(-c3ccccc3)nc2c1=O (centres undefined)
[10] COc1ccc(OC)c(C2=NOC(C(=O)Nc3cc(C)on3)C2)c1 (centres undefined)

Compound	1	2	3	4	5	6	7	8	9	10
E coli Lon inh	4	-9	2	0	-10	-9	7	-11	4	-5
CendR NRP1 mod	6	2	-12	7	-9	-6	-5	2	4	-1
SKN-1 block	8	-5	-22	2	1	5	1	22	16	-10
FAS-TE inh	1	1	-13	6	-5	-6	14	1	0	-5
MT1-MMP act inh	-3	-1	0	2	2	-1	0	-7	1	5
bovine MsrA act	-3	-2	-3	-2	-3	-1	-6	-3	1	0
PABP1 MLLE inh	-9	0	3	1	-3	0	3	-11	3	-2
Rin1-Abl PPI inh	2	-1	3	-1	3	1	-2	-3	-1	-2
Neddylation inh	i	i	i	i	i	i	i	i	i	i

[11] Cc1ccc(S(=O)(=O)N2CCOCC2)cc1C(=O)NC1CCCCCC1
[12] O=C(c1ccc(CS(=O)(=O)c2c(Cl)cccc2Cl)o1)N1CCCC1
[13] COc1ccccc1C1C2=C(CC(C)(C)CC2=O)Nc2nnnn21 (centres undefined)
[14] COc1ccc(NC(=O)C2CCC(CNC(=O)[C@@H]3Cc4ccccc4CN3)CC2)cc1 (some centres undefined)
[15] Cc1nc2sccn2c(=O)c1S(=O)(=O)NC(C)c1ccccc1 (centres undefined)
[16] COc1ccc(CC(N)c2csc(NC(=O)c3cccc(OC(F)(F)F)c3)n2)cc1 (centres undefined)
[17] CCOC(=O)C1(c2ccccc2)NC(c2ccccc2C)C2C(=O)N(c3ccc4c(c3)OCO4)C(=O)C21 (centres undefined)
[18] COc1cc(/C=N\Nc2nncn2N)ccc1OC(C)=O
[19] CCc1ccc(NC(=S)NC2CC3CCC(C2)N3Cc2ccco2)cc1 (centres undefined)
[20] OC(COc1ccccc1)CN1CCC(Cc2ccccc2)CC1 (centres undefined)

Compound	11	12	13	14	15	16	17	18	19	20
E coli Lon inh	0	8	0	-4	-7	7	-7	-3	8	0
CendR NRP1 mod	6	1	-2	14	-6	-13	0	-13	-8	-5
SKN-1 block	20	14	12	5	0	10	7	-17	0	16
FAS-TE inh	-2	-3	-8	0	-6	-19	25	-3	-8	-6
MT1-MMP act inh	1	1	1	-1	-1	-1	-7	1	4	4
bovine MsrA act	1	-1	-7	-2	-8	-5	3	-6	-2	-10
PABP1 MLLE inh	-6	1	10	5	-5	-10	-9	-2	-9	11
Rin1-Abl PPI inh	0	0	-1	11	-5	2	1	2	-1	1
Neddylation inh	i	i	i	i	i	i	i	i	i	i

[21] CCOC(=O)c1ccc(NC(=O)CCOc2ccc(C)cc2)cc1
[22] CCOc1ccc(CCNC(=O)CN2C(=O)NC(CCSC)C2=O)cc1OCC (centres undefined)
[23] COC(=O)c1ccc2nc(C(F)(F)F)[nH]c2c1
[24] CC1=C(C)CC(C(=O)N2CCN(Cc3ccc4c(c3)OCO4)CC2)C(C(=O)O)C1 (centres undefined)
[25] COc1ccc(OC)c(/C=N/NC(=O)CNC(=O)c2ccc(S(=O)(=O)N3CCOCC3)cc2)c1
[26] CCOC(=O)N1CCN(C(=O)Nc2ccc3nc(C)c(C)nc3c2)CC1
[27] CC(=O)c1nnn(-c2nc(N)nc(N(c3ccccc3)c3ccccc3)n2)c1C
[28] CCOC(=O)C1=C(C)Nc2nc3ccccc3n2C1c1ccccc1 (centres undefined)
[29] N#CC(c1ccccc1)c1ccc(C(=O)c2ccc(F)cc2)cc1 (centres undefined)
[30] CCN1CCN(c2ncnc3scc(-c4ccc(C)c(C)c4)c23)CC1

Compound	21	22	23	24	25	26	27	28	29	30
E coli Lon inh	-5	-3	-7	-4	-2	-1	5	-4	3	4
CendR NRP1 mod	-5	8	-6	2	-7	44*	-3	11	-16	-7
SKN-1 block	12	7	19	-1	5	5	-1	7	11	23
FAS-TE inh	-2	-9	-9	-5	-8	-8	5	-12	19	0
MT1-MMP act inh	-4	3	4	0	-3	3	-3	2	-2	-20
bovine MsrA act	1	-4	-6	-2	-3	-13	-2	-5	0	-3
PABP1 MLLE inh	3	-20	-4	-1	28	0	8	3	-6	2
Rin1-Abl PPI inh	7	1	2	4	-2	2	-1	0	-2	0
Neddylation inh	i	i	i	i	i	.	i	i	i	i

[31] COc1ccc(CC(=O)N(C)c2ccccc2)cc1S(=O)(=O)N1CCOCC1
[32] CS(=O)(=O)N(CC(=O)Nc1ccc(S(=O)(=O)N2CCOCC2)cc1)c1cccc(F)c1
[33] CC(=O)Nc1cc(-c2ccccc2N(C)C)cn2c(-c3cccc(C(F)(F)F)c3)cnc12
[34] O=C(CCC(=O)N1CCN(S(=O)(=O)c2ccc([N+](=O)[O-])cc2)CC1)N1CCOCC1
[35] O=[N+]([O-])c1ccc(O)c(C=NNc2ccc(S(=O)(=O)O)cc2)c1
[36] CCC(C)Sc1ccc([C@@H]2[C@@H]3C(=O)N(C)C(=O)[C@@H]3[C@]3(C(=O)OC)CCCCN23)cc1 (some centres undefined)
[37] CCCOc1ccc(Cn2c(=O)oc3ccc(C)cc32)cc1
[38] COc1ccc(C(=O)N2CCCCC2c2cc(C(=O)Nc3cccc(C#N)c3)no2)cc1 (centres undefined)
[39] N#CC1(NC(=O)CSc2nc3ccccc3o2)CCCCC1
[40] Cc1cc2n(n1)SC(Nc1ccc(F)cc1)N2 (centres undefined)

Compound	31	32	33	34	35	36	37	38	39	40
E coli Lon inh	-6	-10	+	-9	-4	3	-3	-5	4	1
CendR NRP1 mod	2	2	128	-6	-9	5	6	5	0	7
SKN-1 block	6	-3	31	-5	-1	9	-3	-6	-1	0
FAS-TE inh	-8	-3	-128	-1	-4	30	30	14	-5	-4
MT1-MMP act inh	-2	0	-67	1	2	13	1	4	2	2
bovine MsrA act	0	-10	0	1	-5	-1	-3	-1	-8	-7
PABP1 MLLE inh	-13	-2	174	7	10	-1	12	13	-10	-23
Rin1-Abl PPI inh	-1	-4	-17	0	4	4	4	0	2	5
Neddylation inh	i	i	i	i	i	i	i	i	i	i

# Reformatted with values under each structure: 9 of the compounds above.
# Order of values: E coli Lon inh | CendR NRP1 mod | SKN-1 block | FAS-TE inh | MT1-MMP act inh | bovine MsrA act | PABP1 MLLE inh | Rin1-Abl PPI inh | Neddylation inh
[32] CS(=O)(=O)N(CC(=O)Nc1ccc(S(=O)(=O)N2CCOCC2)cc1)c1cccc(F)c1
    -10 | 2 | -3 | -3 | 0 | -10 | -2 | -4 | i
[33] CC(=O)Nc1cc(-c2ccccc2N(C)C)cn2c(-c3cccc(C(F)(F)F)c3)cnc12
    + | 128 | 31 | -128 | -67 | 0 | 174 | -17 | i
[34] O=C(CCC(=O)N1CCN(S(=O)(=O)c2ccc([N+](=O)[O-])cc2)CC1)N1CCOCC1
    -9 | -6 | -5 | -1 | 1 | 1 | 7 | 0 | i
[35] O=[N+]([O-])c1ccc(O)c(C=NNc2ccc(S(=O)(=O)O)cc2)c1
    -4 | -9 | -1 | -4 | 2 | -5 | 10 | 4 | i
[36] CCC(C)Sc1ccc([C@@H]2[C@@H]3C(=O)N(C)C(=O)[C@@H]3[C@]3(C(=O)OC)CCCCN23)cc1 (some centres undefined)
    3 | 5 | 9 | 30 | 13 | -1 | -1 | 4 | i
[37] CCCOc1ccc(Cn2c(=O)oc3ccc(C)cc32)cc1
    -3 | 6 | -3 | 30 | 1 | -3 | 12 | 4 | i
[38] COc1ccc(C(=O)N2CCCCC2c2cc(C(=O)Nc3cccc(C#N)c3)no2)cc1 (centres undefined)
    -5 | 5 | -6 | 14 | 4 | -1 | 13 | 0 | i
[39] N#CC1(NC(=O)CSc2nc3ccccc3o2)CCCCC1
    4 | 0 | -1 | -5 | 2 | -8 | -10 | 2 | i
[40] Cc1cc2n(n1)SC(Nc1ccc(F)cc1)N2 (centres undefined)
    1 | 7 | 0 | -4 | 2 | -7 | -23 | 5 | i

# Further results
[41] O=C(N/N=C/C=C/c1cccc([N+](=O)[O-])c1)C(O)c1ccccc1 (centres undefined)
[42] COc1ccccc1NC(=O)c1cc(=O)[nH]c2ccccc12
[43] CCN(CC)CCCN1C(=O)C(O)=C(C(=O)c2ccco2)C1c1ccc(C)o1 (centres undefined)
[44] COc1ccc2ccccc2c1CN1CCN(Cc2ccccc2)CC1
[45] Clc1ccc(CN2C3=NCCN3c3ccccc32)cc1Cl
[46] CC1CCCC(NC(=O)COC(=O)Cc2cn3ccsc3n2)C1C (centres undefined)
[47] CC(c1ccc2ccccc2c1)c1ccccc1C(=O)O (centres undefined)
[48] O=C(NC1CCCC1)C(c1ccsc1)N(C(=O)Cc1cccs1)c1ccccc1 (centres undefined)
[49] COc1cc(-c2nc(N)n[nH]2)cc(OC)c1OC
[50] CCNC(=O)CC1C(=O)N(c2ccccc2)C(=O)N1CCc1ccc(OC)c(OC)c1 (centres undefined)

Compound	41	42	43	44	45	46	47	48	49	50
E coli Lon inh	-2	-14	9	-11	-4	-3	4	-3	-1	-12
CendR NRP1 mod	11	-6	-6	2	-6	-21	-19	-13	-4	9
SKN-1 block	6	20	-19	12	-16	7	-1	-3	-11	8
FAS-TE inh	-2	-5	-14	3	-11	-23	-6	-1	-8	-5
MT1-MMP act inh	2	0	2	5	-3	-1	1	-3	3	-7
bovine MsrA act	-9	-2	-13	-7	-4	-9	-2	2	0	-4
PABP1 MLLE inh	7	26	16	-3	-1	-81	-3	10	2	5
Rin1-Abl PPI inh	1	5	2	-1	-5	2	1	2	1	1
Neddylation inh	i	i	i	i	i	i	i	i	i	i

[51] C=CCSc1nc2c(C(=O)OCC)nnn2c2ccccc12
[52] Cc1ccc(N2CCN(C(=S)c3ccc(-c4ccccc4[N+](=O)[O-])o3)CC2)cc1
[53] Cc1cnc(C(=O)Nc2ccc(N3CCOCC3)cc2)cn1
[54] CC1(C)CC(O)C(CCC(O)c2ccccc2)C(C)(C)N1 (centres undefined)
[55] CCCNS(=O)(=O)c1ccc2c(c1)CCCN2C(C)=O
[56] COc1nc(C)ccc1-c1noc(-c2cccnc2)n1

Compound	51	52	53	54	55	56
E coli Lon inh	6	-15	-5	-5	2	-1
CendR NRP1 mod	-1	-4	4	10	4	2
SKN-1 block	4	6	-18	-5	12	11
FAS-TE inh	15	25	-4	-6	-5	-7
MT1-MMP act inh	-6	2	3	-5	1	4
bovine MsrA act	-7	-2	0	-1	-3	-3
PABP1 MLLE inh	-2	22	3	2	4	-2
Rin1-Abl PPI inh	-2	-2	-2	-3	-1	0
Neddylation inh	i	i	i	i	i	i

# Compound activity (PubChem)
